Screening data from PubChem.
PTHR1 agonist: PTHR1 (human) receptor agonism; Q03431; HEK293 GP2 PTHR1 cells, GloSensor cAMP luminescence, 1 h; Potency, µM (highest dose often 115 µM), inactives show at the highest dose activation, hits mostly activators; hit rate 0.075% among 410,000; AID 743266; further: potency means the concentration at half of the fitted maximal effect; nearly all actives have a fitted effect of over 55% in size; some results filed as inactive show a strong effect at the top dose; inactives centre near -15; many of its hits are not listed in these tables
Target sequence (Q03431 whole entry, looked up): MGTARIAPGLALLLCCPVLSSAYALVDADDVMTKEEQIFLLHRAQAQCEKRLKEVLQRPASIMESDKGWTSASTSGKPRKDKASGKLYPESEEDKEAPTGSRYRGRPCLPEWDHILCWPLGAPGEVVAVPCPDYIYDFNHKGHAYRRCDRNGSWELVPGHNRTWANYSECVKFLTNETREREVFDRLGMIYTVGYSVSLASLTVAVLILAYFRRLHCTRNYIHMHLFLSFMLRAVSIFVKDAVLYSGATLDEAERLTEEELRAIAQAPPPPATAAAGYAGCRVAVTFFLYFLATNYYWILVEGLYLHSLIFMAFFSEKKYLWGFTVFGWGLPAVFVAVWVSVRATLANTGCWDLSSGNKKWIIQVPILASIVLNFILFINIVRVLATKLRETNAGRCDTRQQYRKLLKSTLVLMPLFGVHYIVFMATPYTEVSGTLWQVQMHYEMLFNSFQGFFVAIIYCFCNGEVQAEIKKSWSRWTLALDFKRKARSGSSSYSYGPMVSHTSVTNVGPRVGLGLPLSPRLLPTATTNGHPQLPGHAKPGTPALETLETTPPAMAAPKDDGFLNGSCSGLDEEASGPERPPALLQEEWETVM
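HEK-293-derived GP2 cells expressing PTHR1 and a GloSensor cAMP reporter, 3,000/well, plated overnight, given luciferin plus IBMX (each 0.5 mM as added) for 1 h at 37 °C, then compound for 1 h at 37 °C. Luminescence was read after 15 min at room temperature.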
DRD3 antagonist: blocks the human D3 dopamine receptor. P35462. D3R cells, DiscoveRx beta-arrestin luminescence, antagonist mode; active compounds read low. max response, negative = inhibition, %. hit rate 2.5% among 360,000. AID 652054; in the data active means max response below about -50%; inconclusive means no clear call, values can overlap the other calls; further: on the % scale 0 is the no-effect control and ±100 the full control effect; mostly tested at two doses, the higher about 12 µM
Target sequence (P35462 whole entry, looked up): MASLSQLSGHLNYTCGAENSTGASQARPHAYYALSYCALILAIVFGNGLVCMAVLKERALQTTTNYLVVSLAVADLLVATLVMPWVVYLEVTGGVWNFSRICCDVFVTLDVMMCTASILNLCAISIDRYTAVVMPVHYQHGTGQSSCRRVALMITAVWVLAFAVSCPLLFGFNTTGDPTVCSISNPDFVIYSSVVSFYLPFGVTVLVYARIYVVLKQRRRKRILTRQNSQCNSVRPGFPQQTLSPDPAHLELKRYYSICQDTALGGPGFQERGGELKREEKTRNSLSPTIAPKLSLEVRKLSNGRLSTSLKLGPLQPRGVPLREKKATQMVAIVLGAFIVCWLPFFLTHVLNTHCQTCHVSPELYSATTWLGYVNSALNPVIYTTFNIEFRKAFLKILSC
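Cells expressing the human receptor were seeded at 1500 cells/well, incubated overnight at 37 degrees C in 5% CO2, then exposed to library compounds with dopamine controls for 90 minutes at 37 degrees C before luminescent detection.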
EPAC2 agonist: agonists of human EPAC2 (RAPGEF4) | Q8WZA2 | EPAC2 activation, biochemical qHTS; response scale: 100% = 6.5 mM cAMP response | Potency, µM (highest dose often 154 µM), inactives show top-dose activation, most hits filed as activators | hit rate 0.079% among 360,000 | AID 720711; further: potency means the concentration at half of the fitted maximal effect; nearly all actives have a fitted effect of over 50% in size
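Setup: EPAC2 100 nM, labeled Rap1B complex 250 nM, free GDP 50 uM. Compound titrations pinned in, brief spin, 5 min room temperature incubation. Kinetic fluorescence read over 30 min, normalized to 6.5 mM cAMP.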
EPAC2 antag: EPAC2 (human) antagonism. Q8WZA2. EPAC2 GEF exchange of Rap1B-BODIPY-GDP, fluorescence. hit rate 0.18% among 360,000. Potency, µM (highest dose often 114 µM), without a hit: at the top dose activity, negative = inhibition, hits mostly inhibitors; further: potency means the concentration at half of the fitted maximal effect; on the % scale 0 is the no-effect control and ±100 the full control effect; nearly all actives have a fitted effect of over 45% in size; many of its hits are not listed in these tables
D3 ag: D3 dopamine receptor (human) agonism; P35462; D3R DiscoveRx beta-arrestin cells, luminescence, 90 min; max activation, %; hit rate 0.58% among 410,000; AID 652048; in the data active means max activation above about 30%; further: 0% is about no effect; mostly tested at two doses, the higher about 12 µM
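Agonist mode: compounds and dopamine controls were applied to plated cells for 90 min at 37 degrees C after an overnight attachment at 1500 cells/well. Luminescent read-out followed 30 - 60 minutes at room temperature with DiscoveRx detection reagent.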
Akt phos inh: Akt phosphorylation inhibition; Neuro2A IGF-stimulated pAkt S473 HTRF, 20 min; active compounds read low; activity change, % for hits at 50 µM; hit rate 0.32% among 360,000; AID 651550; in the data active means activity change below about -80%; inconclusive means mostly about -51% to -80%; further: on the % scale 0 is the no-effect control and ±100 the full control effect
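Single-point screen (50 µM final compound) in Neuro2A cells stimulated 20 min with 6 nM IGF at 37 deg C. After lysis, Ser473-phosphorylated Akt read by HTRF (ex 330 nm, em 615/665 nm) as the 665/615 ratio.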
CCT modulator: changes cytosolic chaperonin activity; purified chaperonin ATPase assay, HTRF ADP detection, 30 min; activity change, % (test concentration not listed), hits read low; hit rate 0.3% among 360,000; in the data active means activity change below about -30%; further: on the % scale 0 is the no-effect control and ±100 the full control effect
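We incubate TRiC, 40 or 20 nM final, with library compounds at 76 uM and 10 uM ATP for 30 min at 37 °C. ADP formed is detected with Transcreener HTRF reagents after 30 min at room temperature.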
MmCpn inh: inhibitors of Methanococcus maripaludis chaperonin (MmCpn); AID 504842; Potency, µM (titrated, usually from 76.9 µM), for the others: at the top dose activity, negative = inhibition, actives largely listed as inhibitors; purified Mm-Cpn ATPase, ADP Transcreener TR-FRET; hit rate 0.031% among 330,000; further: potency means the concentration at half of the fitted maximal effect; on the % scale 0 is the no-effect control and ±100 the full control effect; nearly all actives have a fitted effect of over 80% in size
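25 nM Mm-CPN + cpd, 10 min 37°C; + 10 uM ATP, 30 min 37°C; buffer 30 mM Tris pH 7.4, 100 mM KCl, 5 mM MgCl2, 1 mM DTT; Transcreener ADP HTRF detection 30 min RT.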
Starred values were filed as active, the others as inactive; i = inactive; ? = inconclusive; . = not tested or not shown; & = joins results of further samples; [ ] = remark or other dose. Unless noted, the call rests on the fitted dose curve; in most records, active means well fitted curve in the direction sought with a large enough effect; inconclusive means small, poorly fitted or top-dose-only effect, or another doubt; inactive means no such curve, though single readings can be large; an effect the other way counts as inactive or inconclusive. An excerpt; count on the stated rates, not on these rows.

Molecule,PTHR1 agonist,DRD3 antagonist,EPAC2 agonist,EPAC2 antag,D3 ag,Akt phos inh,CCT modulator,MmCpn inh
CC(C)(C)c1cc(C(=O)N/N=C/c2ccncc2)n[nH]1,-9%,-8,-3%,11%,-4,i,1.1,-1%
O=C(COc1ccc(Br)cc1)Nc1nnc(-c2cccnc2)s1,6%,-7,2%,11%,-3,i,-0.8,0%
CCOC(=O)c1cccc(-n2c(C)nc3ccccc3c2=O)c1,i,-4,6%,7%,-2,i,-1.4,0%
CN=c1scc(C)n1/N=C/c1ccc2c(c1)OCO2,-25%,-19,0%,10%,-6,i,-1.9,-5%
COc1ccc(CNC(=O)C2CCC(CNS(=O)(=O)c3cccc4nsnc34)CC2)cc1 (configuration not stated),-14%,-5,-3%,2%,0,i,-2.7,-13%
Cc1ccc(CS(=O)(=O)CCC(=O)O)cc1,?,-4,5%,17%,-1,i,-1.9,-1%
COc1cc(N)c2ncccc2c1SC,i,18,-3%,-2%,4,i,-0.3,.
CNc1ccccc1C(=O)OC(C)C(=O)Nc1ccc(S(=O)(=O)N2CCCC2)cc1 (configuration not stated),i,-5,6%,-8%,2,i,0.0,-4%
O=C1C2CCCN2C(=O)N1CCCN1CCN(c2cccc(Br)c2)CC1 (configuration not stated),-32%[inhibitor],-78*,9%,11%,-19,i,0.8,?
Brc1ccc2nc(-c3ccccc3)c(Cc3ccsc3)n2c1,-5%,12,7%,-1%,3,i,1.3,.
CC(C)C(NS(=O)(=O)c1cccs1)C(=O)NCCN1CCN(c2ccccc2)CC1 (configuration not stated),-19%,0,2%,-3%,2,i,-2.8,-1%
CCOC(=O)c1ccc(-n2c(CCC(=O)O)ccc2-c2cccs2)cc1,-22%,0,4%,-7%,0,i,3.8,-9%
CCc1nc2ccc(C)cc2c(C(=O)Oc2cccc3cccnc23)c1C,i,10,2%,-1%,4,.,-6.1,1%
O=C(CSc1nc(Nc2ccccc2)nc(N2CCOCC2)n1)N1CCc2ccccc21,-13%[57.5 µM],4,28%,1%[57.1 µM],-9,i,-1.2,-2%
CC1(C)Cc2c(sc(NC(=O)c3ccccc3Cl)c2C(=O)O)CO1,-13%,-20,9%,1%,3,i,-1.3,-1%
CC1(C)CC2(CCO1)OC(=O)CC2C(=O)Nc1ccccc1Cl (configuration not stated),-29%,9,14%,1%[57.1 µM],0,i,0.3,2%
CC1O[C@@H](OC2C(COC3OC(CO)C(O)[C@H](O)C3O)OC(OC3CC[C@]4(C)C(CC[C@@]5(C)[C@@H]4CC=C4[C@@H]6CC(C)(C)CC[C@]6(CO)C(O)C[C@]45C)C3(C)C)C(O)C2O)C(O)C(O)C1O (some centres not stated),i,-3,-5%,7%,4,i,-7.7,0%
Cc1ccccc1N1CCN(C(=O)CN2C(=O)c3ccccc3C2=O)CC1,-60%[inhibitor],-12,4%,9%,-2,i,0.4,1%
Nc1ccc(Sc2ccccc2)nc1,-8%,4,12%,2%,6,i,-1.4,.
Cc1cc(C)nc(N/N=C/C=C/c2ccccc2)n1,i,-27,6%,2%,4,i,-0.3,-3%
Cc1ccc(-n2nc3c([n+]2[O-])CCc2c-3no[n+]2[O-])cc1,i,22,-4%,-7%[57.1 µM],0,i,-0.4,1%
COc1ccc(CCNC(=O)CN(C)S(=O)(=O)c2ccc3c(c2)CCC(=O)N3)cc1OC,9%,3,0%,3%,-6,i,-0.2,0%
CCCCN(c1ccccc1)S(=O)(=O)N(C)C,i,-12,9%,5%,-1,i,0.6,-5%
COC(=O)C1CCN(c2ccc([N+](=O)[O-])cc2)CC1,-15%,8,-5%,3%,3,i,-66*,-3%
COc1ccc(NC(=O)c2nnn(Cc3ccc(SC)cc3)c2N)c(OC)c1,-29%,-7,-6%,-1%,3,i,-1.7,-11%

Structures above that contain a Cl atom (2):
Molecule,PTHR1 agonist,DRD3 antagonist,EPAC2 agonist,EPAC2 antag,D3 ag,Akt phos inh,CCT modulator,MmCpn inh
CC1(C)Cc2c(sc(NC(=O)c3ccccc3Cl)c2C(=O)O)CO1,-13%,-20,9%,1%,3,i,-1.3,-1%
CC1(C)CC2(CCO1)OC(=O)CC2C(=O)Nc1ccccc1Cl (configuration not stated),-29%,9,14%,1%[57.1 µM],0,i,0.3,2%

Later entries:
Molecule,PTHR1 agonist,DRD3 antagonist,EPAC2 agonist,EPAC2 antag,D3 ag,Akt phos inh,CCT modulator,MmCpn inh
COCCn1c(SCc2ccccc2)nc2c1c(=O)[nH]c(=O)n2C,-3%,-18,-2%,7%,-4,i,3.0,1%
CSc1ccc(NC(=O)NCCN2CCc3ccccc3C2)cc1,i,-61*,6%,4%,-30,i,-3.4,-1%
Cc1cc(C(=O)N2CCC2(C)C(=O)NCc2cccc3ccccc23)nn1C (configuration not stated),-23%,1,1%,-6%,-2,i,0.5,.
CCN(CC)CCN(Cc1cc2cc3c(cc2[nH]c1=O)OCO3)C(=S)NCC1CCCO1 (configuration not stated),i,5,6%,6%,-4,i,-0.2,-22%
COc1ccc(C(=O)/C=C(\C)Nc2ccc(NC(C)=O)cc2)cc1,i,-24,-16%,13%,-22,i,3.5,2%
CCC(=O)N1c2ccc(S(=O)(=O)N3CCN(c4ccc([N+](=O)[O-])cc4)CC3)cc2CC1C (configuration not stated),-88%[inhibitor],-18,19%,1%,5,.,-1.3,-4%
Cc1cc2ccccc2n1CCNC(=O)C(C)C,i,0,-3%,3%,-12,i,0.1,2%
C=CCn1c(=O)c(C(=O)NCCc2ccc(Cl)cc2)c(O)c2cc(OC)c(OC)cc21,i,-17,-2%,8%,-6,i,-0.8,0%
O=C(CSc1nnc(Cc2ccccc2)c(=O)[nH]1)Nc1ccccc1,-23%,12,-2%,21%,-1,i,-0.8,-8%
O=C(Nc1ccc(Cl)cn1)c1cccc2ccccc12,-7%,5,2%,-21%,5,i,-1.7,-4%
CC(C)CNC(=S)NNC(=O)c1ccco1,?,-14,-3%,-5%,2,i,2.8,3%
CC(=O)c1ccc(OCc2cc(C(=O)NCC3CCCCO3)no2)cc1 (configuration not stated),-1%,-17,2%,-17%,5,i,-3.8,0%
CCc1nn(CC(=O)NCCCN(Cc2ccccc2)C(C)C)c(=O)c2cc3sccc3n12,i,?,3%,-7%,-29,i,-4.0,0%
CCCn1c(CCC(=O)O)ccc1-c1ccc(F)cc1,i,-24,11%,-2%,-9,i,-0.3,0%
CSc1cccc(NC(=O)C2(S(=O)(=O)c3ccc(C)cc3)CC2)c1,-2%,-5,12%,3%,-9,i,-3.1,2%
COc1ccccc1C(=O)Nc1nnc(CCc2ccccc2)s1,?,1,12%,-10%,1,i,-0.2,0%
Cc1ccccc1OCc1n(CC(=O)OC2CC(C)CCC2C(C)C)c2ccccc2[n+]1C (configuration not stated),-7%&-57%,-14&-12,1%&-1%,-17%&-4%,-15&-1,i,1.6&-3.3,-1%&1%
COc1ccccc1CNC(=O)CCS(=O)(=O)c1cccc2nonc12,-12%,-7,10%,4%,4,i,-0.8,1%
NC(=O)C1CCN(c2nc(-c3cccnc3)cs2)CC1,5%,.,4%,-3%,.,.,.,1%&-4%
Cc1nc2ccccc2n1C1CCN(C(=O)Nc2ccccc2)CC1,i,-5,7%,1%,-10,i,-1.8,3%
CC1(C(=O)NS(=O)(=O)Cc2cccc(Cl)c2)CCN1C(=O)Cc1ccccc1 (configuration not stated),-3%,-2,3%,-12%,-15,i,-0.3,.
CCn1c(SCc2ccc(C)cc2)nnc1-c1cnccn1,-13%,15,2%,-2%,2,i,-2.1,0%
COc1cccc(C(=O)NCC(c2ccc3c(c2)OCO3)N2CCN(c3ccc(F)cc3)CC2)c1 (configuration not stated),-34%[inhibitor],?,-8%,-13%,-26,i,2.6,-1%
CCCCn1c(=O)n(CC(=O)Nc2ccc(OC)c(Cl)c2)c(=O)c2c1nc(CO)n2CCC,i,10,-2%,-8%,5,i,-1.3,-2%
CC(C)=CC(=O)NCCc1ccccc1,-76%[inhibitor],-7,7%,-6%,-1,i,3.0,.
N#CCCNc1c(Cl)cc(Cl)cc1C(=O)O,1%,6,11%,3%,3,i,2.4,1%
CCOC(=O)c1nnn(-c2nonc2-n2cccc2)c1CN1CCC(C(=O)OCC)CC1,i,6,8%,-4%,-8,i,0.2,0%
O=C(NCc1ccc(N2CCCC2=O)cc1)c1cnccn1,i,-21,2%,3%,2,i,-3.8,2%
CC1=CC(C)C2(CO)COC(c3cccnc3)C1C2C (configuration not stated),-19%,-25,1%,21%,5,i,0.0,1%
Cc1nc(SCc2cccc(F)c2)c2oc3ccccc3c2n1,i,7,-2%,7%,21,i,-1.6,1%
C[C@H](CO)N1C[C@H](C)[C@@H](CN(C)Cc2ccncc2)OCCCC[C@H](C)Oc2ccc(NC(=O)CCCN(C)C)cc2C1=O,-4%,0,3%,6%,-9,i,0.3,.
CC(CN1CCN(c2ccccc2)CC1)c1ccccc1 (configuration not stated),-18%,-64*,3%,-10%,-29,i,-3.3,-2%
COC(=O)c1ccccc1N/C=C1\CCc2c(c(C)nn2-c2ccccn2)C1=O,-12%[57.5 µM],27,-26%[15.6 µM],5%,18,.,-0.4,-1%
CCCCN(C(=O)NC(=O)Nc1cc(C)ccc1C)S(C)(=O)=O,i,16,-2%,-3%,11,i,-5.2,-3%
Cc1cccc(NC(=O)CCc2c(C)nc3ncnn3c2C)n1,i,5,2%,1%,1,i,0.1,0%
C=C(C)Cn1c(SCC(=O)O)nc2c1c(=O)[nH]c(=O)n2C,7%,-18,-2%,5%,0,i,-2.0,-1%
COc1cc(C(C)=O)ccc1OCC(=O)N1CCc2ccccc2C1,-15%,-15,7%,14%,-13,i,-0.6,2%
O=C(COCC(=O)N/N=C/c1ccccc1F)N/N=C/c1ccccc1F,-10%,10,5%,7%,11,i,-1.2,1%
COc1ccc(C(CNC(=O)COc2ccc(Cl)cc2C)N2CCCCC2)cc1 (configuration not stated),i,-13,-6%,-4%,-16,i,0.1,-1%
